EWS-Fli block: blocks EWS/Fli oncoprotein-driven transcription; A673 NR0B1-luciferase reporter, viability-normalised; inhibition, % at 12.6 µM; 350,000 compounds, 0.67% hits;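 active = mean inhibition of at least 50% after viability correction, with every replicate also passing that limit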;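 note: firefly luciferase signal divided by Alamar Blue viability fluorescence both relative to DMSO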
PAX8 reporter: inhibitors of PAX8 transcriptional activity in RMG-I cells. RMG-I TPO-luciferase reporter, SteadyGlo, 24 h. inhibition, % at 12.6 µM. 360,000 compounds, 1.2% hits. AID 652154;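 active = mean replicate inhibition at least 60% with every replicate also reaching 60%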;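 note: luciferase light reporting Pax8 driven TPO promoter activity; plate controls were median of neutral control wells for no effect and mitoxantrone controls for full effect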
ERAP1 HTS inh: inhibitors of human ERAP1 aminopeptidase; recombinant ERAP1, Leu-AMC fluorescence, 60 min; inhibition, % at 10.7 µM; 340,000 compounds, 0.15% hits; AID 652197;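 active = mean replicate inhibition of at least 30%, or all replicates individually reaching that 30% level; inactive = mean below 30% and not every replicate reaching it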;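 note: 0% = neutral control wells and 100% = L-leucinethiol positive control wells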
Target sequence (Q9NZ08 whole entry, looked up): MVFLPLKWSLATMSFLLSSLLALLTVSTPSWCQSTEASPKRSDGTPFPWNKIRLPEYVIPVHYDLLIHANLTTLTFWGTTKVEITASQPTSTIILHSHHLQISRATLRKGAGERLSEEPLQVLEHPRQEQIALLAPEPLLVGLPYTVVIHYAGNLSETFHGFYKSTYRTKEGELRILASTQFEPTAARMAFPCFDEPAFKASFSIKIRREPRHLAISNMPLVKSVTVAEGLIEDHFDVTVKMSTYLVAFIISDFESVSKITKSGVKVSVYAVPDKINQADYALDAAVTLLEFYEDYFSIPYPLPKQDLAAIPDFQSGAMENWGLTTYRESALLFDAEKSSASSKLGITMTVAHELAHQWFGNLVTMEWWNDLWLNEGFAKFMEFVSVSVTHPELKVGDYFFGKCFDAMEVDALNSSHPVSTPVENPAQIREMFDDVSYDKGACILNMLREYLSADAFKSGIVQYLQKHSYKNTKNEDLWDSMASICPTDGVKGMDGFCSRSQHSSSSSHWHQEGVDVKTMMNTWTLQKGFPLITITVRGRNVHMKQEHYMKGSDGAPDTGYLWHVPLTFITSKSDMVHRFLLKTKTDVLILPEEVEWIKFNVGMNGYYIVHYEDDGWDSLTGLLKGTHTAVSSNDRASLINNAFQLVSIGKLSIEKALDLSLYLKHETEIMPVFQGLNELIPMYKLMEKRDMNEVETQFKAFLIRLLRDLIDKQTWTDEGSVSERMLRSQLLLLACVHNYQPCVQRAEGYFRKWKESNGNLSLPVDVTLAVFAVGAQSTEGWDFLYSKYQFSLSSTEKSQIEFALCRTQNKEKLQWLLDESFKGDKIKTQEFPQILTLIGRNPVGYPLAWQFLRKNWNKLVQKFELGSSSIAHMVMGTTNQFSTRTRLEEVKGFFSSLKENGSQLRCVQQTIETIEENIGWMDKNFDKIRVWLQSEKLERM
LGR2 inh: Drosophila LGR2 receptor signaling inhibition; HEK293 LGR2, CRE-luciferase, bursicon-stimulated, 4 h; inhibition, % at 9.99 µM; 380,000 compounds, 0.35% hits; AID 720647;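 active = drop in luminescence signal, shown as inhibition above about 50% in the replicate tests, limit read from the data, passing the limit was not always enough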;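 note: agonist challenge used bursicon conditioned medium at about half maximal strength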
S100A4 inh HTS: inhibitors of human S100A4 binding to myosin IIA peptide. P26447. S100A4/TAMRA-MyoIIA peptide fluorescence polarization. inhibition, % at 10.7 µM. 360,000 compounds, 0.14% hits. AID 652163;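 active = mean inhibition of at least 70% across replicates, with every replicate also reaching that level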
Target sequence (P26447 whole entry, looked up): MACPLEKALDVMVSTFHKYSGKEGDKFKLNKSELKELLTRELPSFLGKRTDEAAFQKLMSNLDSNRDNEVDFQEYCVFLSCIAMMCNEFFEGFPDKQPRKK
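Material: S100A4 monomer protein | Medium: HEPES pH 7.2 with CaCl2, KCl, NaCl, DTT, Triton | Reagent: Labelled myosin peptide probe, 5 nM | Doses: One dose per compound | Times: 5 min incubation before reading | Benchmarks: Neutral control DMSO, positive control TFP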
PGC1a acetyl inh: modulators of PGC1a acetylation | U2OS PGC1a acetylation, AlphaScreen anti-acetyl-lysine; with virally co-expressed GCN5 acetyltransferase | inhibition, % at 15.6 µM | 350,000 compounds, 0.17% hits | AID 651687;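 active = every replicate shows inhibition of at least 40%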;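 note: 0% = neutral control wells and 100% = positive control wells; some results beyond the cut were filed as inactive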
FN deposit inh: fibronectin deposition inhibition | AH1F fibroblasts, Alexa488-fibronectin deposition fluorescence, overnight | inhibition, % at 12.6 µM | 350,000 compounds, 0.086% hits;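 active = mean inhibition across replicates of 30% or more, regardless of how many single replicates reach that level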;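 note: positive control wells lacked labelled fibronectin entirely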
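Measured by – fluorescence 485/525 nm · System – AH1F fibroblast monolayer, labelled fibronectin deposition · Amount – 10000 cells per well · Buffer or medium – serum-reduced DMEM (2% serum) · Doses – single dose, pinned · Also added – fluorescent fibronectin at 24 nM final · Schedule – 1 h cell attachment, overnight exposure to compound and label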
PglD DTNB: inhibitors of Campylobacter jejuni PglD acetyltransferase | inhibition, % at 12.5 µM | 360,000 compounds, 0.098% hits | AID 602405 | purified PglD enzyme, DTNB colorimetric CoA detection; in the data active = inhibition above about 16%, passing the limit was not always enough; note: strong numbers were not always called active
The depositor's hits bear a star; / = not tested or not shown.

SMILES	EWS-Fli block	PAX8 reporter	ERAP1 HTS inh	LGR2 inh	S100A4 inh HTS	PGC1a acetyl inh	FN deposit inh	PglD DTNB
Cc1ccc(S(=O)(=O)CCc2nc3ccccc3[nH]2)cc1C	6.3	-10.0	1.0	8.9	3.9	/	2.8	/
CN1CCN(c2ccc(NC(=O)c3cccs3)cc2)CC1	-85.0	-110.9	-0.2	-13.6	10.3	-1.1	-3.2	-0.1
CCOc1ccc(CN(C(=O)c2ccccn2)c2ccc(OC)c(Cl)c2)cc1	-44.3	-39.5	0.9	-34.4	-2.7	/	-12.3	0.8
O=C(NCc1ccc2c(c1)OCO2)Oc1ccccc1	-5.5	-10.4	-1.5	-1.4	-0.8	7.1	2.2	3.3
COc1ccc(C(=O)NC2CCCc3c2cnn3-c2ccccc2F)o1 (stereo not given)	-30.6	11.0	2.0	12.2	-4.2	35.5	2.7	0.1
Cc1ccc(CNC(=O)C2CCC(=O)N(CCc3ccccn3)C2)s1 (stereo not given)	/	-4.1	-4.4	-4.3	3.0	/	1.1	-5.1
CCCNC(=O)N(C)C[C@H]1Oc2cc(C#C[C@H](C)O)ccc2S(=O)(=O)N([C@H](C)CO)C[C@H]1C	-2.9	/	/	-8.1	19.3	18.4	-0.6	-1.2
Cc1cc(=O)n2nc(N3CCC(C(=O)NCc4cccc(Br)c4)CC3)sc2n1	5.1	-2.4	-3.7	8.5	-2.0	-1.8	9.4	-3.7
O=C(NCc1ccccn1)[C@@H]1[C@@H](CO)[C@@H]2Cn3c(cccc3=O)[C@@H]2N1CCc1ccccc1	19.5	/	1.0	-4.0	-5.8	/	/	-1.3
C[C@@H]1CN([C@H](C)CO)C(=O)c2ccccc2-c2ccccc2CO[C@@H]1CN(C)C(=O)c1ccccc1	-2.1	/	0.7	6.8	2.7	-2.4	3.2	4.1
COC(=O)c1sccc1NC(=S)Nc1cc(C)ccc1OC	-1.4	7.4	/	4.7	3.6	3.2	-3.0	/
CC(C)=CCc1cc([C@@H]2CC(=O)c3ccc(O)c(CC=C(C)C)c3O2)ccc1O	5.1	/	1.8	26.6	13.6	-5.5	/	1.8
COc1ccc(CNC(=O)CSc2cccc3cccnc23)cc1	-0.7	23.8	2.9	6.6	-0.6	-0.8	6.2	4.4
COc1ccc(CN(C)C[C@@H]2Oc3ccc(NS(=O)(=O)c4cccs4)cc3CC(=O)N([C@H](C)CO)C[C@@H]2C)cc1	0.3	/	-3.8	1.9	-10.2	3.9	/	/
Cc1ccc(NC(=S)NC(NC(=O)c2ccccc2)C(Cl)(Cl)Cl)c(C)c1 (stereo not given)	/	/	/	6.8	/	-0.5	-4.8	0.5
COc1ccc(OCc2cc(C(=O)NCCN3CCCC(O)C3)no2)c(Cl)c1 (stereo not given)	/	1.2	2.4	-11.0	-3.4	0.6	/	1.2
Cc1cc(C)cc(N=c2c([N+](=O)[O-])nn(-c3ccc4c(c3)OCCO4)n2O)c1	-7.5	99.9*	-2.8	-3.2	-2.8	4.0	0.6	10.0
COc1ccccc1CNC(=O)C[C@H]1C[C@@H]2c3cc(NC(=O)C4CCOCC4)ccc3O[C@@H]2[C@H](CO)O1	6.1	9.4	-1.3	-8.5	-10.3	-8.1	-10.9	-0.4
COc1ccc(OCc2cc(C(=O)NC3Cc4ccccc4C3)no2)c(Cl)c1	/	-10.0	2.8	8.2	-7.1	-2.3	-11.4	1.1
Cc1[nH]c(=O)[nH]c(=O)c1S(=O)(=O)N1CCN(c2ccccc2)CC1	7.4	2.4	1.8	-3.0	-0.5	-4.9	26.1	-7.8
Cc1cc(OC(C)C(=O)NCc2ccccn2)c2c(C)c(C)c(=O)oc2c1 (stereo not given)	8.2	-11.8	1.9	-0.3	1.1	9.8	6.7	-8.1
Cc1ccc(S(=O)(=O)N(C)c2ccccc2C(=O)Nc2ccc3c(c2)OCCO3)cc1	2.0	10.5	-3.1	15.9	-7.3	1.2	-0.3	4.1
O=C(C=Cc1ccc2c(c1)OCO2)c1ccccc1	-44.9	-218.8	-5.8	-65.5	-21.1	13.8	/	-3.9
COc1cccc(S(=O)(=O)N(C)C[C@@H]2Oc3ncc(-c4ccc(F)cc4)cc3C(=O)N([C@H](C)CO)C[C@@H]2C)c1	9.8	18.2	-1.0	-20.5	3.6	-6.9	/	-1.5
O=C(NC[C@@H]1N[C@@H](CO)[C@H]1c1ccc(C2=CCCC2)cc1)c1ccccc1	15.0	12.3	-1.2	-3.8	0.1	-3.7	6.8	-1.4
COc1ccc(NC(=O)Nc2ccc3c(c2)C(=O)N([C@H](C)CO)C[C@H](C)[C@@H](CN(C)C(=O)Nc2ccc4c(c2)OCO4)OCCCC[C@@H](C)O3)cc1	2.5	-22.0	1.1	-8.1	8.8	16.0	/	1.3
Cc1cccc(NC(=O)Cc2nnc(NC(=O)Nc3ccccc3F)s2)c1	-8.7	-1.4	4.9	-1.1	-2.7	/	-1.0	/
Cc1oc(-c2ccc(Cl)cc2)nc1CS(=O)CC(=O)NCc1ccco1 (stereo not given)	/	26.3	-2.1	26.0	-1.8	7.4	3.3	0.2
O=C(CSc1nnc(COc2ccccc2)o1)NC1CC2CCC1C2 (stereo not given)	7.3	5.3	0.9	7.4	-11.3	/	6.8	1.1
CCN1CCc2c(sc(NC(=O)c3ccc(C(=O)c4ccccc4)cc3)c2C(N)=O)C1	5.8	-5.4	5.3	12.7	-6.6	4.5	-1.4	-3.4
CC(C)(C)c1ccc(S(=O)(=O)NCc2ccc(C(=O)NCC3CCCO3)cc2)cc1 (stereo not given)	6.9	/	-2.9	-3.4	-0.4	1.8	0.5	-2.9
CCSc1nnc(NC(=O)Cc2ccc(OC)cc2)s1	/	-20.0	0.7	-33.5	0.3	-0.8	-0.2	5.1
Cc1ccccc1NC(=O)c1cc2c(C)nc3ccccc3c2o1	4.4	2.5	0.1	-1.6	2.4	3.8	8.8	-4.3
CCOc1ccc(S(=O)(=O)N2CCCC(C(=O)NCc3ccncc3)C2)cc1Cl (stereo not given)	2.4	-10.4	4.3	-17.2	-10.1	-1.5	-1.9	-0.2
C=CC(=O)Nc1cccc(Oc2nc(Nc3ccc(N4CCN(C)CC4)cc3OC)ncc2Cl)c1	14.4	14.4	/	36.1	-5.5	/	-8.8	/
CCc1cc2c(C)ccc(C)c2nc1SCC(=O)Nc1cc(C)on1	-1.8	-4.2	-3.1	-3.0	-0.9	6.6	0.6	-1.8
Cc1nn(-c2ccccc2)c(C)c1C(=O)OCC(=O)Nc1ccccc1Cl	5.7	-1.3	-1.1	-9.9	-11.3	4.2	19.5	-2.9
COc1cccc(S(=O)(=O)N2CC[C@H]3[C@H](CO)Nc4ccc(C#Cc5cccnc5)cc4[C@H]32)c1	/	-4.4	1.8	-5.1	5.4	-2.4	19.1	/
COc1ccc(S(=O)(=O)n2cnc3ccccc32)cc1OC	15.0	37.1	0.0	6.6	1.5	/	-1.6	0.9
COc1cc(/C=C2\SC(=S)N(NC(=O)c3cccc(O)c3)C2=O)ccc1O	13.4	15.4	-0.7	-0.8	-1.4	/	-5.3	-7.5
COC(=O)c1ccc(C(=O)OC)c(NC(=S)N2CCN(C(=O)C3CCCO3)CC2)c1 (stereo not given)	-0.7	-8.3	/	9.9	-9.3	/	3.3	/
CC(NC(=O)c1cc2c(cc1Cl)N1CCCCCC1=NS2(=O)=O)c1ccc(S(N)(=O)=O)cc1 (stereo not given)	-7.0	8.7	-0.9	8.4	3.7	-0.4	-0.5	1.1
Cc1ccc(C(=O)NCC(=O)OCC(=O)N2CCCc3ccccc32)cc1	/	-2.0	/	-5.8	/	4.2	-32.8	9.9
CCOc1ccc(NC(=O)c2ccc(NCC(=O)N3CCCCCC3)cc2)cc1	-7.3	-40.6	3.4	-22.3	2.1	/	8.0	/
Cc1cc(NC(=O)c2ccc(Cl)c(S(=O)(=O)N3CCCCC3)c2)no1	6.6	13.2	-1.3	-0.3	1.3	/	-2.5	0.2
O=C(CCS(=O)(=O)Cc1ccc(Cl)cc1)NCCCN1CCOCC1	3.7	/	-0.1	-2.4	-0.9	-13.7	/	5.5
CC(C)C[C@H](NC(=O)CC1CCCC1)C(=O)N1CCC[C@H]1C(=O)NCc1ccccc1	0.0	5.4	2.3	-0.7	-6.9	/	9.5	/
Cc1ccc2c(N)c(C(=O)N(c3ccccc3)c3ccccc3)sc2n1	/	17.9	/	/	/	-5.8	-1.9	4.3

Compounds shown so far with an NH in an aromatic ring:
SMILES	EWS-Fli block	PAX8 reporter	ERAP1 HTS inh	LGR2 inh	S100A4 inh HTS	PGC1a acetyl inh	FN deposit inh	PglD DTNB
Cc1ccc(S(=O)(=O)CCc2nc3ccccc3[nH]2)cc1C	6.3	-10.0	1.0	8.9	3.9	/	2.8	/
Cc1[nH]c(=O)[nH]c(=O)c1S(=O)(=O)N1CCN(c2ccccc2)CC1	7.4	2.4	1.8	-3.0	-0.5	-4.9	26.1	-7.8

Next results.
SMILES	EWS-Fli block	PAX8 reporter	ERAP1 HTS inh	LGR2 inh	S100A4 inh HTS	PGC1a acetyl inh	FN deposit inh	PglD DTNB
COc1cccc(-n2cc(CN(C)Cc3nc(Cc4cccc(F)c4)no3)cn2)c1	16.3	13.0	-2.9	2.4	-1.8	/	3.9	4.5
Cn1c(=O)cc(OCC(=O)NCc2cccs2)c2ccccc21	-2.1	1.7	8.8	-18.7	2.6	-0.4	0.4	-1.2
COc1ccccc1NC(=O)Nc1nc(CC(=O)NCc2ccc(F)cc2)cs1	-10.3	11.1	2.6	17.9	3.2	/	-1.3	5.9
O=C1CCCCCC[C@@H](O)[C@H](O)C[C@H](c2ccccc2)O1	6.4	-17.9	-1.0	1.8	0.3	/	7.5	/
Cc1ccc(-c2nnn(CC(=O)N(c3ccccc3)C(C(=O)NCC3CCCO3)c3cccs3)n2)o1 (stereo not given)	0.6	-7.1	-2.7	7.2	3.7	-2.4	-1.8	/
C[C@@H]1CN([C@H](C)CO)C(=O)c2cc(NC(=O)c3ccncc3)ccc2O[C@H]1CN(C)Cc1ccc(C(=O)O)cc1	-4.2	11.8	0.9	-5.8	-9.8	-0.3	/	4.2
NC(=O)C1CCCN(C(=O)c2ccc(NC(=O)c3cccs3)cc2)C1 (stereo not given)	-0.3	-2.7	-0.3	7.1	-2.2	5.5	20.5	-0.1
O=C(COC(=O)/C=C/c1ccc2c(c1)OCO2)Nc1ccccc1	-20.4	-10.7	-2.1	-63.7	-0.3	0.9	/	/
CC(=O)N(C)C[C@H]1Oc2ncc(C#Cc3ccccn3)cc2C(=O)N([C@@H](C)CO)C[C@H]1C	-10.0	/	-0.5	-16.7	12.4	4.4	/	2.2
Cc1ccc(C(=O)NNC(=O)c2ccco2)cc1	/	-92.4	/	23.4	/	26.8	18.6	/
O=C(Oc1cccc2ccccc12)c1ccccc1	-5.2	/	0.0	-67.9	-21.0	6.8	/	-3.5
COc1ccc(S(=O)(=O)Nc2cccc3c2O[C@@H](CN(C)C(=O)Nc2ccccc2)[C@@H](C)CN([C@H](C)CO)C3=O)cc1	13.9	11.0	2.3	-7.6	4.0	-11.3	/	-0.7
O=C(CSc1ccc(Cl)cc1)NCc1ccco1	-3.1	-17.5	0.0	7.0	-0.7	-3.8	2.5	/

Assay outcomes from PubChem.

Hits appear at their usual frequency; 2.1% or so of the library scored in one or more.
